# a7 integrin act: qHTS for Activators of Integrin-Mediated Alleviation for Muscular Dystrophy. Potency, µM (titrated, usually from 38.3 µM), for the others: top-dose activation, usual class: activators. alpha7betagal myoblasts, beta-gal FDG fluorescence, 48 h. 350,000 compounds, 0.064% hits. AID 624291, 2012;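 further: potency means the concentration at half of the fitted maximal effect; 100% = response of the positive control SU9516; nearly all actives have a fitted effect of over 60% in size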
#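 alpha7betagal+/- myoblasts (passage 13, 250/well) treated 48 h at 37C with compounds at 1:260 dilution of DMSO stock. Lysed, then beta-galactosidase activity read as FDG fluorescence (ex 480/em 540) after 30 min, with pre-read for autofluorescence.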
# ELG1 genotox: qHTS screen for small molecules that induce genotoxicity in human embryonic kidney (HEK293T) cells expressing luciferase-tagged ELG1; Potency, µM (series often up to 46 µM), inactives show at the top dose activity change, positive = activation, actives largely listed as activators; AID 504466, 2011; HEK293T ELG1-luciferase reporter, luminescence, 16 h; 330,000 compounds, 1.3% hits; further: potency means the concentration at half of the fitted maximal effect; % of control where 0% means no effect; nearly all actives have a fitted effect of over 60% in size
#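 ELG1-luciferase HEK293T cells, 2,000/well; compound pinned in; 16 hr, 37 °C, 5% CO2; ONE-Glo, 30 min RT; luminescence on CCD imager.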
# B2AR arrestin: qHTS assay of beta-arrestin-biased ligands of beta2-adrenergic receptor. Beta-2 adrenergic receptor (Homo sapiens), P07550. beta-arrestin recruitment to beta2AR, cell-based reporter. Potency, µM (top dose mostly 46.1 µM), inactives show top-dose activation, hits mostly activators. 330,000 compounds, 0.02% hits. AID 492947, 2010;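 further: potency means the concentration at half of the fitted maximal effect; 0% = DMSO controls and full agonism = EC100 isoproterenol or metaproterenol; nearly all actives have a fitted effect of over 65% in size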
# PTAP TSG101 blk: qHTS Assay for Iinhibitors of HIV-1 Budding by Blocking the Interaction of PTAP/TSG101 | Potency, µM (series often up to 115 µM), for inactives: at the highest dose activity change, negative = inhibition, hits mostly inhibitors | Tumor susceptibility gene 101 protein (Homo sapiens), Q99816 | AID 493005, 2010 | 340,000 tested, under 10 active | Fluorescence polarization, FITC-PTAP peptide / Tsg101 binding; active means well fitted inhibition curve with a large enough effect in the main read-out, with a control signal flat, not every such curve was filed as active; inconclusive means small, poorly fitted or top-dose-only effect, or effect the other way, or a change in a side signal; inactive means no such curve, though single readings can be large or run the other way; further: potency means the concentration at half of the fitted maximal effect; % of control where 0% means no effect
# Target sequence (Q99816 whole entry, looked up): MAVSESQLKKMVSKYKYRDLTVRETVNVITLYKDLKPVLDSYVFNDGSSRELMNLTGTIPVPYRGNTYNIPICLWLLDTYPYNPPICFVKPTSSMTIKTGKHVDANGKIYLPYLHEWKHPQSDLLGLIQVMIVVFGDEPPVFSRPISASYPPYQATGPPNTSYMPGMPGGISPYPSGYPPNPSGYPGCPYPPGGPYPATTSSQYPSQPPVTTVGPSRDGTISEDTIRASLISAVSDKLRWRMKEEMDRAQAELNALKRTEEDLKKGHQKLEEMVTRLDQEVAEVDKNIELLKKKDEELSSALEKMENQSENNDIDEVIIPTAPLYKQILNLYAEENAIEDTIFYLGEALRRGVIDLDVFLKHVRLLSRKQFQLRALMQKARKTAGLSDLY
#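 Fluorescence polarization binding of Tsg101 binding domain (10 uM final) to FITC-labeled PTAP peptide (50 nM final) in HEPES pH 7.5 buffer with NaCl, Tween 20, EDTA, TCEP. Compounds added before peptide; binding 20 min at RT.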
# USP2a block: qHTS Assay for Inhibitors of Ubiquitin-specific Protease USP2a Using CHOP2 as the Reporter | USP2 core, Ub-CHOP2 coupled fluorogenic reporter, 485/531 | Potency, µM (top dose mostly 38.3 µM), for inactives: top-dose activity change, negative = inhibition, hits mostly inhibitors | AID 463254, 2010 | 330,000 compounds, 0.01% hits | Ubiquitin carboxyl-terminal hydrolase 2 (Homo sapiens), O75604;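 further: potency means the concentration at half of the fitted maximal effect; plate controls were DMSO wells for no effect and full inhibition by NEM control for full effect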
# Target sequence (O75604 whole entry, looked up): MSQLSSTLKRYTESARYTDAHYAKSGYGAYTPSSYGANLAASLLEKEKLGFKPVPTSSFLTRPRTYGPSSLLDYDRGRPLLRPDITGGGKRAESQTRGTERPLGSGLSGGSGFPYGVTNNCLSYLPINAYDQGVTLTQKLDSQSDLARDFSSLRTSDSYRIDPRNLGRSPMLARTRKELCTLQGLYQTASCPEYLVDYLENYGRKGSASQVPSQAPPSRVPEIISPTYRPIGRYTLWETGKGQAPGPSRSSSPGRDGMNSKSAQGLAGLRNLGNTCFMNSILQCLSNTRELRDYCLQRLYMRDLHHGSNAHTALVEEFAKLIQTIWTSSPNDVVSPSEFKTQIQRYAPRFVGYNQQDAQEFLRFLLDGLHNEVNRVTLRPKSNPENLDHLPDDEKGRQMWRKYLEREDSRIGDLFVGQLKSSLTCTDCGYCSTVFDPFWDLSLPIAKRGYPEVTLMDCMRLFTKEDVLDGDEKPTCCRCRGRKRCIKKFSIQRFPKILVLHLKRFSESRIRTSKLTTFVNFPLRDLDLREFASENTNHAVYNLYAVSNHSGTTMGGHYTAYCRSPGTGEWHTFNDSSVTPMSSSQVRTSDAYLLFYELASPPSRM
#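 Cell-free coupled assay: 10nM USP2 core preincubated 30min RT with compound in Tris-HCl pH 8.0/CaCl2/CHAPS buffer, then 25nM Ub-CHOP2 and 25nM reporter substrate; fluorescence (Ex 485/Em 531) read after 60min RT, normalized to NEM inhibition, concentration-response curves fitted.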
# uPA generation: qHTS for Inhibitors of Cell Surface uPA Generation; Potency, µM (top dose mostly 38.3 µM), without a hit: at the top dose activity change, negative = inhibition, usual class: inhibitors; AID 540303, 2011; 330,000 compounds, 0.31% hits; cell surface uPA generation assay, qHTS; active means well fitted inhibition curve with a large enough effect; inconclusive means small, poorly fitted or top-dose-only effect; inactive means no such curve, though single readings can be large or run the other way; tested in mouse RAW 264.7 cells; further: potency means the concentration at half of the fitted maximal effect; on the % scale 0 is the no-effect control and ±100 the full control effect; nearly all actives have a fitted effect of over 55% in size
# p53 reactivator: qHTS assay for re-activators of p53 using a Luc reporter. H1299 p53-A138V BP100-luciferase reporter, luminescence, 24 h. Potency, µM (highest dose often 92.2 µM), for inactives: at the highest dose activity change, positive = activation, usual class: activators. 320,000 compounds, 0.063% hits; further: potency means the concentration at half of the fitted maximal effect; % of control where 0% means no effect; nearly all actives have a fitted effect of over 45% in size
#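 p53-null H1299 cells stably carrying temperature-sensitive p53-A138V and a BP100-luciferase reporter were pinned with compounds (4-point, 1:5 series) and held 24 hrs at 37 deg C. Luminescence was read 10 min after detection reagent.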
# Eya2 phos inh: qHTS Assay for Inhibitors of the Phosphatase Activity of Eya2; 330,000 compounds, 0.006% hits; Potency, µM (top dose mostly 76.9 µM), for the others: top-dose activity, negative = inhibition, hits mostly inhibitors; recombinant Eya2, OMFP fluorescence dephosphorylation (OMFP is methylfluorescein phosphate); further: potency means the concentration at half of the fitted maximal effect; on the % scale 0 is the no-effect control and ±100 the full control effect
#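 Eya2 protein (added as 0.2 uM solution) was preincubated with compound for 10 min at ambient temperature in 50 mM HEPES pH 7.5, 50 mM NaCl, 5 uM MgCl2, 0.05% BSA, 1 mM DTT. OMFP (added at 50 uM) then reacted 10 min; fluorescence read at 485/525 nm.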
# TRPV1 ag: HTS Assay for Compounds that Act as Agonists of the Vanilloid Receptor 1. Transient receptor potential cation channel subfamily V member 1 (Homo sapiens), Q8NER1. 320,000 compounds, 0.19% hits. TRPV1-expressing cells, Fluo-8 calcium influx, agonist mode. activation, % at 8.33 µM; in the data active means activation above about 80%; inconclusive means between about 30% and that limit; further: 0% is about no effect
#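 Cells expressing TRPV1 were dye-loaded with Fluo-8 and read kinetically: 10 s baseline, 3 min after compound (agonist portion), then 2 min after EC20 capsaicin (allosteric enhancer portion). Calcium-bound dye fluorescence at 480/520 nm.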
# S-ASM inh: Inhibitors of Secretory Acid Sphingomyelinase (S-ASM): qHTS. AID 504937, 2011. placental ASM, HMU-PC fluorogenic substrate, 60 min. 340,000 compounds, 0.006% hits. Potency, µM (top dose mostly 57.5 µM), without a hit: at the top dose activity change, negative = inhibition, usual class: inhibitors. Sphingomyelin phosphodiesterase (Homo sapiens), P17405; further: potency means the concentration at half of the fitted maximal effect
#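 Fluorogenic HMU-PC substrate (9 uM final) is turned over by placental ASM in 60 min at 37 C after a 10 min compound preincubation. Reaction ended by alkaline stop (pH 10), with fluorescence read at 386/447 nm.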
# BRCA1 expr up: qHTS Assay to Identify Small Molecule Activators of BRCA1 Expression; 380,000 compounds, 1.1% hits; Potency, µM (doses to about 46.1 µM), for the others: at the top dose activation, most hits filed as activators; MCF7-BRCA1-FFLuc reporter, luminescence, 48 h; response scale: scaled: vehicle 0%, 10 µM genistein 100%; further: potency means the concentration at half of the fitted maximal effect; nearly all actives have a fitted effect of over 80% in size; some results filed as inactive show a strong effect at the top dose
#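 Reporter cells (MCF7, BRCA1 promoter-firefly luciferase) received library compounds across a concentration series for 48 h. End-point luminescence was measured and concentration-effect curves derived after normalization.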
# Active calls of the source: *; i = inactive; ? = inconclusive; . = not tested or not shown; [ ] = another dose, or the depositor's remark. Unless noted, the call rests on the fitted dose curve; in most records, active means well fitted curve in the direction sought with a large enough effect; inconclusive means small, poorly fitted or top-dose-only effect, or another doubt; inactive means no such curve, though single readings can be large; an effect the other way counts as inactive or inconclusive.
SMILES,a7 integrin act,ELG1 genotox,B2AR arrestin,PTAP TSG101 blk,USP2a block,uPA generation,p53 reactivator,Eya2 phos inh,TRPV1 ag,S-ASM inh,BRCA1 expr up
O=C1Nc2ccccc2S/C1=C\C(=O)N1CCCC1,.,-18.8%,0.3%,.,0.3%,.,11.8%,?,18.0,.,.
CCNC(=O)CCn1nc(-c2ccc(C)cc2)c2ccccc2c1=O,-30.4%[inhibitor],-3.6%,0.6%,0.0%,4.8%,1.8%,-4.6%,-9.0%,8.7,0.7%,-9.2%
Cc1ccc(CNC(=O)CS(=O)Cc2nc(-c3ccccc3Cl)oc2C)cc1 (centres undefined),-20.8%,2.9%,-0.6%,-4.5%,2.4%,12.0%,-1.5%,-11.7%,14.9,-9.8%,-14.3%
CCCn1c(N)c(N(CCOC)C(=O)c2cc(S(=O)(=O)N3CCCCCC3)ccc2OC)c(=O)[nH]c1=O,5.2%,3.5%,-1.0%,1.7%,5.2%,0.7%,13.5%,-4.3%,-1.8,3.6%,-0.1%
O=C(Cn1cnc2c(nnn2Cc2ccccc2)c1=O)Nc1ccc2c(c1)OCCO2,17.0%,8.5%,-0.3%,-2.2%,1.0%,6.5%,2.9%,8.7%,-0.2,-2.3%,-1.4%
CCOC(=O)c1sc(NS(=O)(=O)c2ccc(NC(C)=O)cc2)nc1C,-8.2%,2.1%,-0.4%,-4.8%,2.9%,0.3%,22.3%,1.0%,0.9,-1.1%,-0.9%
COc1ccc(CCNC(=O)Cn2cc(C(F)(F)F)cc(Cl)c2=O)cc1,0.2%,0.9%,-0.2%,-4.0%,5.4%,7.8%,-7.8%,-1.3%,-3.6,1.6%,-1.2%
CC1CC(CCN)(c2ccccc2)C(C)CN1C (centres undefined),-47.8%[inhibitor],-3.6%,-0.2%,-1.6%,0.7%,-0.3%,-3.7%,-18.5%,2.3,0.2%,-4.8%
C[C@]12c3[nH]c4ccccc4c3CCN1C(=O)C(CC(=O)NCCc1ccccn1)C[C@@H]2C(=O)N1CCOCC1 (some centres undefined),37.1%,1.8%,-0.4%,0.2%,-0.5%,12.6%,0.2%,-15.4%,.,2.8%,2.7%
CC(C)OC(=O)CSc1nc(Cc2ccccc2)nc2ccccc12,-40.0%,-7.0%,0.0%,-7.8%,5.1%,-4.3%,-2.8%,-6.9%,?,-14.4%,-32.9%
COc1cccc(CNC(=O)N2CCN(S(=O)(=O)c3ccc(Cl)cc3)CC2)c1,0.4%,0.8%,-0.2%,-2.5%,-0.6%,2.7%,-2.1%,-1.1%,?,2.6%,-23.5%
COc1ccc(CNC(=O)CS(=O)Cc2nc(-c3ccc(OC)c(OC)c3)oc2C)cc1 (centres undefined),-18.7%,3.1%,-0.6%,-7.6%,4.5%,-10.3%,-11.2%,0.2%,12.6,-2.0%,2.3%
O=C(Oc1ccc(Cl)c2cccnc12)C12CC3CC(CC(C3)C1)C2,-7.0%,-9.1%,-0.7%,-2.6%,5.0%,3.1%,0.4%,-2.7%,-0.7,-8.4%,-13.1%
O=C(CCNC(=O)c1ccc(Br)o1)NC1CCCC1,15.3%,1.1%,0.3%,-3.3%,1.9%,.,-3.7%,1.6%,2.5,-0.3%,1.1%
COC(=O)Cn1nc(-c2ccccc2)c2ccccc2c1=O,-9.3%,0.1%,-1.4%,-2.5%,2.1%,-12.4%,-5.1%,18.0%,2.5,1.5%,16.6%
CCOC(=O)/C(=N\Nc1ccccc1[N+](=O)[O-])c1csc(Nc2ccccc2)n1,5.7%,-13.5%,-0.2%,-2.7%,-5.1%,6.9%,2.6%,-3.4%,14.2,-24.0%,18.4%
Cc1cc(NC(=O)CN2CCCCC2)n(-c2ccccc2)n1,-37.2%,-2.2%,0.3%,-1.7%,-1.6%,-7.4%,-6.1%,13.3%,-7.9,8.4%,-0.2%
Cc1ccc(S(=O)(=O)NC(C)C(=O)NCc2ccc(Cl)cc2)cc1 (centres undefined),?,.,.,-3.9%,.,-6.9%,.,.,.,0.6%,-13.2%
CCOc1ccc(NC(=O)CN(C)C(=O)c2cc3c(s2)CCC(C)C3)cc1OCC (centres undefined),-39.3%,-0.1%,-0.3%,-10.0%,-8.2%,4.3%,1.7%,-1.8%,0.0,-5.2%,-13.4%
CN(C)CC(O)COc1cc2ccccc2cc1C(=O)N1CCCCC1 (centres undefined),-4.9%,1.9%,-0.6%,-6.6%,-4.2%,1.9%,-4.3%,-11.1%,2.1,0.1%,-4.7%
CC1CCCCC1NC(=O)COc1ccc(-n2cnnn2)cc1 (centres undefined),-12.5%,0.0%,-0.2%,-1.7%,0.2%,8.9%,-7.6%,-13.1%,17.9,1.2%,-12.2%
Cc1occc1C(=O)N/N=C/c1sc(N2CCOCC2)nc1-c1ccccc1,?,-15.1%,-0.3%,-3.0%,-0.8%,28.6%,-0.8%,4.5%,18.2,2.3%,-19.8%
CCN(C(=O)CSc1nc(N)cc(=O)[nH]1)c1c(N)n(Cc2ccccc2)c(=O)[nH]c1=O,-11.6%,-0.3%,0.0%,-3.2%,0.0%,3.7%,-7.7%,1.1%,0.1,3.4%,-9.0%
C[C@H](O)[C@H](O)[C@H]1CNc2nc(N)[nH]c(=O)c2N1,.,4.2%,-0.2%,-1.1%,1.8%,-0.1%,-2.9%,-27.7%,-1.3,i,-0.9%
Cc1nonc1CC(=O)NC1CC(C)(C)Cc2c1cnn2-c1ccc(F)cc1 (centres undefined),-7.1%,-0.8%,0.0%,-0.9%,1.8%,6.3%,-3.2%,-1.6%,18.0,-0.8%,-4.5%
CCOc1ccc(OCC)c(NC(=O)CCNS(=O)(=O)c2cc(Br)cnc2N)c1,18.1%,-5.6%,-0.1%,-1.9%,-0.3%,0.8%,3.7%,-6.6%,7.2,-2.3%,-7.3%
COC(=O)c1ccc(COc2ccc(C)c(C)c2)o1,-6.0%,?,0.5%,-1.3%,8.6%,5.5%,7.4%,7.3%,2.2,-1.3%,96.9%
CCOc1ccc(CC(=O)NC2CCN(Cc3ccccc3)CC2)cc1,20.8%,-5.8%,0.1%,-5.6%,-0.7%,3.6%,.,4.8%,2.9,1.8%,-4.2%
O=C(N/N=C/c1c[nH]c2ccc(Br)cc12)c1ccncc1,13.0%,0.4%,-1.1%,-3.0%,-0.4%,13.4%,9.2%,-10.2%,-1.5,0.0%,-17.8%
CC(C)[C@H](NC(=O)OCc1ccccc1)C(=O)OCC(=O)NC1(C#N)CCCC1,6.5%,0.8%,0.5%,-3.4%,2.9%,?,-5.7%,1.0%,-2.3,0.3%,4.4%
O=C(c1ccccc1)N1CCC(c2nc(-c3ccc(S(=O)(=O)NCC4CCCO4)cc3)no2)CC1 (centres undefined),-37.2%,5.2%,-0.1%,-8.5%,1.0%,-14.9%,-2.2%,0.7%,4.0,2.9%,-62.5%[inhibitor]
CC(=O)Nc1cccc(Cn2cccn2)c1,.,13.4%,-0.3%,.,2.5%,.,-4.5%,6.7%,.,.,.
CCOC(=O)c1sc(-c2ccccc2)cc1NC(=O)CSc1nnnn1C,-36.0%,-2.3%,0.5%,-3.3%,-0.4%,0.7%,-3.1%,-4.9%,5.4,-6.5%,-52.8%
COc1ccc(NC(=O)/C=C/C(=O)O)c([N+](=O)[O-])c1,-12.3%,-1.5%,-1.1%,0.2%,1.2%,2.4%,1.8%,-12.9%,-2.8,-3.4%,-11.0%
NC(=O)c1cc(-c2ccccc2)sc1NC(=O)CN1CCCCC1,-30.8%,-4.8%,0.1%,-0.5%,0.7%,3.4%,0.5%,10.9%,26.3,-0.7%,17.0%
COc1ccc(CC(=O)N(Cc2cc3cc(OC)ccc3[nH]c2=O)C(C)C)cc1,-12.1%,4.5%,0.1%,-3.5%,3.5%,2.5%,-0.1%,-0.2%,-1.7,11.9%,-25.8%
